GalR3 antagonist = GalR3 antagonists in HEK293 cells, primary screen, cell-based, fluorescence readout; HEK293 GalR3-CNG cAMP membrane potential fluorescence; galR3 body fused to GalR1 C-terminus; actives 0.44% (n = 360,000); inhibition, % at 3 µM; Galanin receptor type 3 (Homo sapiens), O60755;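 active means inhibition above the screen-wide average plus 3 SD, cut at about 13% in these data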;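 further: forskolin and galanin both at EC90 stimulate the cells; cAMP rise reported by CNG channel membrane potential dye signal; 0% = forskolin plus galanin with DMSO and 100% = forskolin alone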
IMP-1 inh = IMP-1 metallo-beta-lactamase inhibitors, primary screen, biochemical, epi-absorbance readout, Pseudomonas aeruginosa enzyme; actives 0.45% (n = 290,000); metallo-beta-lactamase IMP-1 (Pseudomonas aeruginosa); inhibition, % at 5.6 µM; purified IMP-1, nitrocefin hydrolysis, epi-absorbance fluorescence;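 active means inhibition above the mean plus 3 SD of all compounds in the same screening run, cut at about 4.5% in these data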;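 further: 0% = IMP-1 with DMSO and 100% = DMSO wells lacking enzyme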
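System: Purified IMP-1 | Read-out basis: Percent enzyme inhibition | Controls: IMP-1 with DMSO as 0%, enzyme-free DMSO as 100% | Replicates: One well per compound | Doses: 5.6 µM nominal single concentration | Detection: Epi-absorbance fluorescence, 480 nm excitation, 530 nm emission | Incubation: 25 °C, 15 min preincubation, 25 min reaction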
IDE cell activ = human IDE activators in live cells, primary screen, fluorescence polarization, HEK cells, FAbeta-B substrate; Insulin-degrading enzyme (Homo sapiens), P14735; FAbeta-B cleavage; 0% vehicle, 100% cell-free pure enzyme wells; activation, % at 5.96 µM; actives 0.073% (n = 340,000); AID 493087, 2011;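 active means activation above the mean of all tested compounds plus 3 SD, set per screening campaign, cut at about 17% in these data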
VIM-2 inhibitor = VIM-2 metallo-beta-lactamase inhibitors, primary screen, biochemical, epi-absorbance readout, Pseudomonas aeruginosa enzyme; purified VIM-2, nitrocefin hydrolysis, epi-absorbance fluorescence; inhibition, % at 5.6 µM; actives 0.89% (n = 290,000); AID 1527, 2009;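 active means inhibition above the mean of all tested compounds plus 3 SD, cutoff set per screening run, cut at about 7.5% in these data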;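 further: red hydrolysis product quenches plate fluorescence so inhibitors raise well fluorescence; 0% = enzyme with DMSO and 100% = DMSO without enzyme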
IDE inh = human IDE inhibitors in live cells, primary screen, fluorescence polarization, HEK cells, FAbetaB substrate. FAbetaB cleavage. inhibition, % at 5.59 µM. actives 0.41% (n = 320,000). AID 434962, 2010;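 active means percent inhibition above the average of all tested compounds plus 3 SD, set per screening campaign, cut at about 16% in these data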;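 further: IDE supplied by intact live HEK cells; FP after avidin binding of uncleaved biotin substrate so inhibition keeps polarization high; 0% = DMSO wells and 100% = 60 µM reference IDE inhibitor Ii1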
p-CIP stab down = p/CIP-EGFP fusion destabilizers, primary screen, fluorescence, F442A cells; Q05BA5; 16 h; decrease of EGFP signal, % at 10 µM; actives 0.01% (n = 290,000);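 active means EGFP signal decrease of at least 30% at 10 µM or well 3 SD below plate mean, unless failing retest; inactive means the rest, including hits failing retest or dose response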; further: some compounds called inactive have numbers as strong as hits; many of its hits are not listed in these tables
Target sequence (Q05BA5 1-1403): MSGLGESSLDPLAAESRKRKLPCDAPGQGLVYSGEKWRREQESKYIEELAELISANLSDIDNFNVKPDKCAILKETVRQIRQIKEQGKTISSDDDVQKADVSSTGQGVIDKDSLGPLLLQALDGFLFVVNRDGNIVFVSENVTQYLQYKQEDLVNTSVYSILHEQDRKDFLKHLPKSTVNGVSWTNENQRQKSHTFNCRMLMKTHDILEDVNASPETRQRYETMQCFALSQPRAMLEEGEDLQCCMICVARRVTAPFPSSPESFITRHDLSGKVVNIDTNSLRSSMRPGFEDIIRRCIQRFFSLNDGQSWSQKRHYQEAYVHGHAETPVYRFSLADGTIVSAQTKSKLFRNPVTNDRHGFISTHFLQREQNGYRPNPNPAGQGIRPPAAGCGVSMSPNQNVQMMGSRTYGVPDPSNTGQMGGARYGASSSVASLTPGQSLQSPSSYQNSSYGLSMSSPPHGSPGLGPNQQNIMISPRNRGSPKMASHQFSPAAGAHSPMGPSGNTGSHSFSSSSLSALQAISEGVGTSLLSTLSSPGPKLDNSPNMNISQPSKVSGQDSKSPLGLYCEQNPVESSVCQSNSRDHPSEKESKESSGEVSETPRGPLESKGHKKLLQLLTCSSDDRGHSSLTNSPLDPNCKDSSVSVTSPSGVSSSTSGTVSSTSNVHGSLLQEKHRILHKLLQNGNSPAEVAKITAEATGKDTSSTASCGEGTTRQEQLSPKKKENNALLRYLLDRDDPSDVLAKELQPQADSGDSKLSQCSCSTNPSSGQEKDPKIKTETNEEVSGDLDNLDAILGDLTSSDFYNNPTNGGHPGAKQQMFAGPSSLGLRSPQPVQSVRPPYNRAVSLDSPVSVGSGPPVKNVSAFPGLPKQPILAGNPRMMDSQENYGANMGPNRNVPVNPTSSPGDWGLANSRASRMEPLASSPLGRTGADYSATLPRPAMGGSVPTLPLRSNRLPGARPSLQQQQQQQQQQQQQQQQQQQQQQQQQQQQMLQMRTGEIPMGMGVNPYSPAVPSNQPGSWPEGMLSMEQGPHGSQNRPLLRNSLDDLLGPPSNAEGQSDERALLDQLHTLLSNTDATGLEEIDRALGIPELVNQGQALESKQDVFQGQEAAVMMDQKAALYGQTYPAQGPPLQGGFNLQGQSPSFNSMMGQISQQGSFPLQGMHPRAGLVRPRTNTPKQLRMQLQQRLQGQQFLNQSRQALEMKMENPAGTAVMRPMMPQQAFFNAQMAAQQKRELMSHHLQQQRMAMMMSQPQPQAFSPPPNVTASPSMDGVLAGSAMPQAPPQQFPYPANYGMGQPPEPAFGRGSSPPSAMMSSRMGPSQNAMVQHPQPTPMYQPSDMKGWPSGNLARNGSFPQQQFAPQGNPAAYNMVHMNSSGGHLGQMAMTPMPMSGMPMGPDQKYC
HCV NS3 hel inh = inhibitors of HCV NS3 helicase, primary screen, biochemical, Cy5 molecular beacon fluorescence; NS3 helicase DNA unwinding; inhibition, % at 10.9 µM; actives 0.56% (n = 290,000); AID 1800, 2009;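 active means inhibition above the mean of all tested compounds plus 3 SD, set per campaign, cut at about 35% in these data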;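 further: 0% = DMSO wells and 100% = thioflavine S control wells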
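Assay system: hepatitis C virus NS3 helicase domain fragment enzyme. Also added: annealed dual-labelled DNA beacon duplex, ATP-started. Timing: 1 h reaction at 25 °C, ATP-initiated. Technique: Cy5 fluorescence at 0 and 60 min, beacon hairpin quenching. Evaluation: % inhibition of unwinding. Replication: one well per compound.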
CRFBP-R2 block = antagonists of CRF-BP/CRF-R2 complex, primary screen, cell-based, HEK293, calcium dye fluorescence, uHTS | CRF-induced calcium fluorescence | inhibition, % at 11.8 µM | actives 0.59% (n = 350,000) | AID 588475, 2011;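 active means inhibition of the ligand-induced calcium signal above about 50% at the single tested concentration, limit read from the data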
SUMO HTRF inh = inhibitors of in vitro SUMOylation cascade, primary screen, biochemical, HTRF, uHTS | HTRF SUMOylation assay, SAE1/SAE2 + UBC9 | inhibition, % at 35 µM | SUMO-conjugating enzyme UBC9 (Homo sapiens), P63279 | actives 0.36% (n = 290,000) | AID 2006, 2009; in the data active means inhibition above about 50%, passing the limit was not always enough; further: strong numbers were not always called active
* = called active by the depositor; / = not tested or not shown.

#	VIM-2 inhibitor	SUMO HTRF inh	GalR3 antagonist	CRFBP-R2 block	IMP-1 inh	IDE cell activ	IDE inh	HCV NS3 hel inh	p-CIP stab down	SMILES
1	-5.3	-12	-8	3	-1.5	3	-3	-19	15	COc1cccc(-c2nc(CS(=O)(=O)CC(=O)Nc3ccc(C(C)=O)cc3)c(C)o2)c1
2	-2.5	14	-2	2	-2.3	5	7	1	7	O=C(CCN1CCN(c2ccccc2F)CC1)Nc1ccc2c(c1)OCO2
3	-1.4	9	4	-9	-4.0	-1	-1	7	-6	O=C1C(=O)N(CCCn2ccnc2)C(c2cccc(Br)c2)/C1=C(\O)c1ccc2c(c1)OCCO2 (stereo not given)
4	-1.2	0	-5	1	-1.9	-5	-1	14	6	CCCCNC(=O)c1cc2ccccc2s1
5	1.8	11	6	6	-0.6	1	3	-2	-6	CCOc1ccc(NC(=O)c2cc3c(=O)n(C)c4ccccc4c3n2C)cc1
6	-2.0	18	-6	-13	-1.9	-1	-4	-1	-5	O=C(Cn1nc(C(F)(F)F)c2c1CCC2)NCc1ccc(Cl)cc1
7	-1.7	19	-3	0	1.0	0	0	0	-2	CCCCNC(=O)COc1ccccc1C(=O)c1cc(C#N)c(=O)n(CCOC)c1
8	-1.2	13	-3	-1	0.4	-5	-6	-4	6	CC(C)n1c(C(F)(F)F)nc2cc(C(=O)N3CCC(O)CC3)ccc21
9	-3.3	-6	-10	11	-5.7	0	7	-1	-15	CCCn1c(C(O)c2ccc(OC)c(OC)c2)nc2ccccc21 (stereo not given)
10	-1.2	6	2	1	-2.5	5	5	-2	-7	CC(=O)c1cc(C)ccc1OC(=O)c1cccnc1
11	-4.3	-4	-7	-13	-2.3	5	-2	-2	10	COCCn1c(=S)[nH]c2cc(C(=O)N3CCN(Cc4ccc5c(c4)OCO5)CC3)ccc2c1=O
12	-0.7	-3	-7	0	-1.5	7	0	-7	7	COC(=O)/C(C#N)=C/c1occc1C
13	-5.4	24	-2	-7	-2.8	7	5	4	-11	O=C(NCCNCc1ccc(F)cc1)c1ccco1
14	0.6	-8	-6	-9	-0.8	2	0	-10	1	Cc1nn(C)c(C)c1CN(C(=O)C1CCC(=O)N(C2CCCCCC2)C1)C(C)C (stereo not given)
15	-0.3	8	3	-15	0.7	7	5	-9	2	CC(=O)NCCn1c(SCc2cccc([N+](=O)[O-])c2)nc2ccccc2c1=O
16	/	/	-2	-18	/	1	5	/	/	Cc1csc(CNc2ncnc3ccc(-c4ccoc4)cc23)c1
17	2.3	1	-6	10	-0.5	3	-2	0	2	COc1cc(/C=N/Nc2ccc(F)cc2F)cc(OC)c1O
18	-0.1	20	-9	-19	-1.1	0	4	-12	-16	COc1ccc(CNS(=O)(=O)c2ccc(-c3cnc(C4CC4)o3)cc2)cc1
19	/	/	-5	6	/	7	0	/	/	CC(OC(=O)C1CCCC1)C(=O)Nc1ccc(C(N)=O)cc1 (stereo not given)
20	-2.3	0	6	9	-1.4	3	2	2	-5	O=C(NCc1ccncc1)/C(=C\c1ccc(F)cc1)NC(=O)c1ccccc1
21	1.0	-8	-1	6	-2.3	0	-3	-7	-1	Nc1nc(-c2ccc(Cl)cc2)nn1C(=O)c1ccco1
22	-5.9	45	-6	15	-4.4	7	0	-64	-30	Cc1ccc(Nc2nc(N/N=C\c3ccc4c(c3)OCO4)nc(N3CCOCC3)n2)cc1
23	-3.4	25	0	25	-2.0	3	-1	3	6	COC(=O)CSc1snnc1-c1ccc(F)cc1
24	0.5	0	-9	4	-0.6	0	2	1	-4	CCc1ccccc1NC(=O)c1cc(-c2cccs2)on1
25	-3.5	-7	-3	-8	-2.5	2	3	1	2	CCOC(=O)N1CCc2c(sc3c2c(=O)n(Cc2ccccc2)c(=O)n3Cc2cccc(C)c2)C1
26	-1.8	-14	/	7	-4.9	-47	41*	7	-70	CCN1C(=O)[C@@H]2Cc3c([nH]c4ccccc34)C(c3ccc(OC)cc3)N2C1=S (stereo not given in full)
27	-2.4	4	-1	18	-7.1	5	6	1	2	COc1ccc(NC(=O)C23CC4CC(C2)CC(n2cnc(Br)n2)(C4)C3)cc1Cl
28	-0.9	16	-5	0	-0.5	-6	7	-3	-14	C=CCn1c(=O)[nH]c2cc(C(=O)N3CCN(c4ccc(C(C)=O)cc4)CC3)ccc2c1=O
29	/	/	-7	-11	/	-1	2	/	/	Cc1noc(NS(=O)(=O)c2ccc(NC(=O)c3ccc(N(C)C)cc3)cc2)c1C
30	/	/	-1	-1	/	0	1	/	/	COc1cc(C(=O)NCC(=O)NCCCSc2ccccc2)cc(OC)c1OC

A second format for some results above:
12. COC(=O)/C(C#N)=C/c1occc1C
13. O=C(NCCNCc1ccc(F)cc1)c1ccco1

entry no. | 12 | 13
VIM-2 inhibitor | -0.7 | -5.4
SUMO HTRF inh | -3 | 24
GalR3 antagonist | -7 | -2
CRFBP-R2 block | 0 | -7
IMP-1 inh | -1.5 | -2.8
IDE cell activ | 7 | 7
IDE inh | 0 | 5
HCV NS3 hel inh | -7 | 4
p-CIP stab down | 7 | -11

(continued)
#	VIM-2 inhibitor	SUMO HTRF inh	GalR3 antagonist	CRFBP-R2 block	IMP-1 inh	IDE cell activ	IDE inh	HCV NS3 hel inh	p-CIP stab down	SMILES
31	-1.9	8	0	1	-0.8	0	-7	-11	8	Cc1ccc(S(=O)(=O)N2CCOCC2)cc1NC(=O)c1cc(-c2ccccn2)nc2ccccc12
32	/	/	-5	5	/	2	12	/	/	O=C(COC(=O)CNC(=O)c1sc2ccccc2c1Cl)NC1CCS(=O)(=O)C1 (stereo not given)
33	/	/	4	7	/	-5	8	/	/	CCC1CCC/C1=N\NC(=O)c1ccc(Cl)cc1 (stereo not given)
34	-4.1	9	-4	3	-4.5	3	5	3	-1	Cc1nn2c(Nc3ccccc3)c3c(nc2c1-c1ccccc1)CCC3
35	-3.7	13	0	6	-4.2	4	-1	-17	-5	COC(=O)CCN1CCN(S(=O)(=O)c2ccccc2Br)CC1
36	/	/	-5	15	/	8	3	/	/	C=CCC[C@@H](Cc1ccc(F)cc1)C(=O)OC[C@H]1CCCN1C(=O)[C@@H](CC=C)CC(=O)N[C@H](CO)Cc1ccccc1
37	/	/	-6	7	/	-2	5	/	/	O=C1C=C(N2CCOCC2)CO1
38	0.0	9	/	-35	-2.8	4	3	3	-3	Cc1ccc(C)c2sc(NC(=O)C3CC3)nc12
39	-2.0	14	-3	3	-0.8	-15	9	-2	4	CC1(C(=O)O)CCC(C(=O)NC2CCCCC2)C1(C)C (stereo not given)
40	-6.2	4	-7	-12	-4.3	-1	20*	12	-4	CCCOc1ccc(-c2c(C(=O)N/N=C(\C)COc3ccccc3)nnn2-c2nonc2N)cc1
41	-1.2	-13	-4	-30	1.4	-5	3	11	10	Cc1ccc(C(=O)CC2(O)C(=O)N(CCc3ccccc3)c3ccc(Br)cc32)o1 (stereo not given)
42	-1.1	8	-2	-2	-2.4	1	-2	-7	-7	COc1cc(C(=O)Nc2nnc(CC(=O)NCc3ccccc3)s2)cc(OC)c1OC
43	-2.6	-13	-6	0	-2.3	7	15	-72	6	C#CCOCCOCCOCCNc1nc(N2CCN(C(=O)[C@H]([C@@H](C)CC)n3cc([C@@H](N)CC(C)C)nn3)CC2)nc(N2CCN(C(=O)[C@H]([C@@H](C)CC)n3cc([C@@H](N)CC(C)C)nn3)CC2)n1
44	-5.8	-11	-1	-7	-4.4	2	0	0	-14	O=S(=O)(c1cnccc1N1CCN(/N=C/c2ccc(Cl)cc2)CC1)N1CCCCC1
45	2.2	13	-2	-5	0.7	2	-2	7	-2	Nc1cc(N)nc(SCC(=O)Nc2cc(S(=O)(=O)N3CCOCC3)ccc2Cl)n1
46	0.8	-14	-9	-45	-3.2	/	2	-41	-9	CCN1CCN(CCCOc2ccc(-c3ccccc3)cc2)CC1
47	-1.1	19	-2	-15	-4.0	-3	1	5	-8	Cc1ccc2cc3c(N)c(C(=O)N4CCOCC4)sc3nc2c1
48	-3.2	-26	-9	2	1.1	2	-4	-2	-16	Cc1cc(C)cc(NC(=O)C(OC(=O)c2sccc2C)c2ccccc2)c1 (stereo not given)
49	10*	19	0	2	-1.8	4	-4	-7	6	COc1cccc2c1cc1c(=O)n(CC(=O)NCCCN3CCN(C)CC3)nc(C)n12
50	-3.1	3	-6	-17	-1.1	6	-4	-3	-2	CCn1c(O)c(C=NC2CCCC(C)C2C)sc1=S (stereo not given)
51	-1.8	9	-3	18	-2.4	3	1	-4	1	O=C(O)CCC(=O)Nc1ccccc1C(=O)NCCc1ccccc1
52	-0.7	4	-3	15	-1.2	-1	1	7	-9	Cn1cccc1CNC1CCCC1
53	-0.7	5	-10	-19	-1.9	4	8	25	3	N=C1/C(=C/c2ccco2)C(=O)N=C2SC(CC(=O)N3CCCC3)=NN12
54	2.2	2	-2	0	-3.1	0	0	-3	-10	c1cncc(-c2nc(NCCCN3CCOCC3)c3c4c(sc3n2)CCC4)c1
55	-1.7	-43	5	-55	-1.8	-4	-3	-15	3	Cc1ccc(S(=O)(=O)N/N=C/c2ccc(OCC(=O)Nc3ccccc3Cl)cc2)cc1
56	-0.6	-4	0	15	-3.6	-3	9	6	-4	CN(C)C(=S)Nc1ccc(Br)c(Cl)c1
57	2.4	10	-8	8	4.3	2	0	8	-4	O=C(O)COc1ccccc1/C=C1\C(=O)Nc2ccc(Br)cc21
